# Screens: PubChem, Sanford-Burnham Center for Chemical Genomics
# Apaf1 inhib – blocks human Apaf-1 apoptosome activity. O14727. reconstituted apoptosome caspase-3 activity, DEVD-Rh110 fluorescence. inhibition, % at 20 µM. 330,000 compounds, 0.71% hits; active = inhibition of at least 40% at 20 µM;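 also: plate controls were DMSO wells for no effect and DEVD-CHO caspase inhibitor wells for full effect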
#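 Assay system: Apoptosome proteins | Medium: pH 7.5 Hepes buffer with CHAPS, BSA, DTT | Also added: Cytochrome c and DEVD-Rh110 substrate | Times: 30 min plus 50 min, RT | Detection: Rhodamine 110 fluorescence at Ex 480/Em 540 nm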
# SENP6 inh – blocks the human protease SENP6; Recombinant SENP6 catalytic domain, aminoluciferin luminescence; inhibition, % at 10 µM; 330,000 compounds, 1.8% hits; AID 2599;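 active = inhibition above about 50% at the single tested dose, limit read from the data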;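 also: plate controls were DMSO wells with enzyme for no effect and DMSO wells lacking enzyme for full effect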
# SENP1 FRET inh – SENP1 (human) catalytic domain inhibition. Q9P0U3. recombinant SENP1 catalytic domain, CyPet-SUMO1-YPet FRET cleavage. inhibition, % at 10 µM. 360,000 compounds, 0.21% hits;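 active = inhibition at least 30% at 10 µM, raw YFP signal under a set limit, fluorescence ratio 0.5 to 1.5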;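 also: 0% = enzyme with DMSO and 100% = no enzyme wells; some results filed as inactive read as strong as hits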
# Target sequence (Q9P0U3 419-644 limits assumed): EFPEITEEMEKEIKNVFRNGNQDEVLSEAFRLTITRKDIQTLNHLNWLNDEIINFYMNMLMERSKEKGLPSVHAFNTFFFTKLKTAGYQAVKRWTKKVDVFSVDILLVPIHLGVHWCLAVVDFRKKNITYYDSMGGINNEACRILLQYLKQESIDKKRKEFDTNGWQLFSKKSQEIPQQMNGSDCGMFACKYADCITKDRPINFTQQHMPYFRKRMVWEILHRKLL
#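 Compound: 10 µM single point, 0.5% DMSO; Test system: hSENP1 catalytic domain, recombinant; Timing: 50 min reaction at room temperature; Technique: FRET, CFP and YFP emission; Control set: no-enzyme wells low, DMSO-plus-enzyme wells high control.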
# UBC13 inh – inhibitors of human UBC13 polyubiquitin chain formation; P61088; TR-FRET; inhibition, % at 20 µM; 330,000 compounds, 0.47% hits; in the data active = inhibition above about 45%, passing the limit was not always enough
# Target sequence (P61088 whole entry, looked up): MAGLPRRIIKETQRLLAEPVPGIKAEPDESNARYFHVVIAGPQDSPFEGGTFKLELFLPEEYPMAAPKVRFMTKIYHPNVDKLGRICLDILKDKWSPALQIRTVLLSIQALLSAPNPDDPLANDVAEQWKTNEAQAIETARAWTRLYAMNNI
# SENP7 inh – blocks the human protease SENP7; Q9BQF6; recombinant SENP7, Z-RLRGG-aminoluciferin luminescence, 40 min; inhibition, % at 5 µM; 330,000 compounds, 1.5% hits; AID 434973;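 active = inhibition above about 50% at the single test dose, limit read from the data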;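 also: plate controls were DMSO with enzyme for no effect and no enzyme buffer wells for full effect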
# Target sequence (Q9BQF6 706-1050 limits assumed): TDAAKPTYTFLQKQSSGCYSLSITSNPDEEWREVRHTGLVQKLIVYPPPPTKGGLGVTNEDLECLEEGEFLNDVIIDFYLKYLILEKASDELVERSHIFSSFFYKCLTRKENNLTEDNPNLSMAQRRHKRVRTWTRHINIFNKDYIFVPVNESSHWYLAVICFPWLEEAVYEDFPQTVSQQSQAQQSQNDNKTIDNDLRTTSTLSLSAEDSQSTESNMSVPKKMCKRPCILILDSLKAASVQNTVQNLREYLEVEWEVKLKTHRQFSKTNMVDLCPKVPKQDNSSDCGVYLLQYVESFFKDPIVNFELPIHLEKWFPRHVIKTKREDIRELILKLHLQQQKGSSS
# SENP8 block-1 – inhibitors of human SENP8 protease; purified SENP8, Z-RLRGG-aminoluciferin cleavage, luminescence; inhibition, % at 10 µM; 330,000 compounds, 1.2% hits; AID 2540; in the data active = inhibition above about 50%
# Target sequence (Q96LD8 whole entry, looked up): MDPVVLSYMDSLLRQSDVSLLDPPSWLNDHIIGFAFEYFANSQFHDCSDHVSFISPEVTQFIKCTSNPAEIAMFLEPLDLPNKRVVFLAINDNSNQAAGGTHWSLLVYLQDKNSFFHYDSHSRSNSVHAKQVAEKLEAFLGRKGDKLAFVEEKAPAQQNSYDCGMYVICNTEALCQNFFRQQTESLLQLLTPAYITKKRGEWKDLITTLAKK
# A3G deaminase – blocks human APOBEC3G single-stranded DNA deamination | Q9HC16 | inhibition, % at 20 µM | 330,000 compounds, 0.28% hits | recombinant A3G, ssDNA deamination FAM/TAMRA fluorescence;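 active = inhibition of at least 40% at 20 µM, with no more than 30% in the related APOBEC3A deaminase screen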;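 also: plate controls were DMSO wells with A3G for no effect and wells lacking A3G enzyme for full effect; some compounds called inactive have numbers as strong as hits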
# SENP8 block-2 – blocks human SENP8 cleavage of Nedd8 substrate. Q96LD8. recombinant SENP8, Nedd8 substrate fluorescence. inhibition, % at 20 µM. 360,000 compounds, 0.64% hits. AID 602440; in the data active = inhibition mostly above about 40%, no sharp cut-off; inactive = mostly below about 27%
# Starred values were filed as active, the others as inactive; i = inactive. No enrichment for hits; overall some 3.6% were active at least once.
SMILES,Apaf1 inhib,SENP6 inh,SENP1 FRET inh,UBC13 inh,SENP7 inh,SENP8 block-1,A3G deaminase,SENP8 block-2
COc1ccc(NC(=S)Nc2ccccc2)c(OC)c1,9,0,2,-3,-5,-5,-5,22
Cc1ccc(C(=O)Nc2ccccc2C(N)=O)o1,0,0,0,0,21,-8,2,-28
Cc1ccc(C(=O)OCC(=O)NCCN2C(=O)CSC2=O)cc1[N+](=O)[O-],1,-9,0,-7,7,4,-2,1
Cc1nn(-c2ccccc2)nc1C(=O)Oc1cc(C(F)(F)F)nn1-c1ccccc1,-22,-10,2,-4,-2,-8,-4,27
C=CCN(c1ccccc1)S(=O)(=O)c1cccc(C(=O)NC2CCN(Cc3ccccc3)CC2)c1,30,-9,1,7,-8,-4,-9,10
COCCN(C(=O)COC(=O)Cc1coc2cc3c(cc12)CCC3)c1c(N)n(Cc2ccccc2)c(=O)[nH]c1=O,19,2,-3,1,-9,-4,4,-30
CSc1ccc(CCNC(=O)C2CCCN(S(=O)(=O)N3CCOCC3)C2)cc1 (stereo unspecified),-1,1,2,-2,-13,-12,-8,12
CC(OC(=O)c1cccnc1Cl)C(=O)Nc1ccc(S(N)(=O)=O)cc1 (stereo unspecified),4,-4,1,1,-2,-10,-10,10
CC1C/C(=N\NC(N)=S)c2cc(Cl)ccc2S1 (stereo unspecified),2,25,2,6,1,1,1,-8
COc1ccccc1-n1cnnc1SCC(=O)c1ccc[nH]1,10,-18,-1,-12,-4,-2,-6,24
NS(=O)(=O)c1ccc(NC(=O)COC(=O)/C=C/c2ccc([N+](=O)[O-])cc2)cc1,-15,-3,3,0,3,6,-4,18
CCOC(=O)c1cccc(NC(=O)CSc2nnc(C)n2CC2CCCO2)c1 (stereo unspecified),-8,18,1,-6,-7,-1,-12,4
Cc1ccc(C2CC(c3ccccc3)n3ncnc3N2)cc1 (stereo unspecified),-8,0,-84,8,3,0,-8,-16
Cc1ccccc1-c1cc(C(=O)N/N=C/c2cccnc2)c2ccccc2n1,-3,3,-1,-7,1,-8,-3,10
CCOC(=O)c1nc(NCc2cccnc2)c2ccccc2n1,-3,-8,-1,0,8,-8,10,5

# Just SENP6 inh (two entries from above):
Structure | SENP6 inh
CC1C/C(=N\NC(N)=S)c2cc(Cl)ccc2S1 (stereo unspecified) | 25
COc1ccccc1-n1cnnc1SCC(=O)c1ccc[nH]1 | -18

# New compounds follow:
SMILES,Apaf1 inhib,SENP6 inh,SENP1 FRET inh,UBC13 inh,SENP7 inh,SENP8 block-1,A3G deaminase,SENP8 block-2
O=C(NNc1ccc([N+](=O)[O-])cc1)C1C2CCCCC21 (stereo unspecified),-2,5,-4,-4,-6,-4,-9,17
O=S(=O)(NC1CC1)c1cccc(S(=O)(=O)N2CCCC2)c1,-3,-4,0,5,-5,-4,-6,23
O=S(=O)(c1ccc(F)c(F)c1F)N1CCN(C(=S)NCc2ccccc2)CC1,-20,18,0,-1,-10,0,-13,17
CCS(=O)(=O)NCCc1csc(-c2ccccc2)n1,1,11,2,9,3,-10,0,17
CCOC(=O)CC1COCCN1C(=O)c1ccc2oc(Cc3ccccc3)nc2c1 (stereo unspecified),-10,-1,-1,12,2,-2,-12,5
O=C(CS(=O)(=O)c1ccccc1)c1cc2ccccc2oc1=O,5,-7,-18,0,1,-7,0,-8
COC(=O)CC1C(=O)NCCN1C(=S)Nc1ccccc1 (stereo unspecified),-10,-2,-1,5,-7,-6,-4,11
O=C(O)C12CC3CC(C1)CC(n1cnc(Cl)n1)(C3)C2,11,-8,4,6,12,-6,0,29
COc1cc(C=O)ccc1OCC(=O)N1CCOCC1,12,-6,1,-8,-1,-9,-2,9
Cc1cc(NC(=O)C2=C(O)c3ccccc3S(=O)(=O)N2C)no1,-7,-18,-1,14,6,-6,-3,-22
CCOC(=O)C1(CCCc2ccccc2)CCN(C(=O)CN2CCOC2=O)CC1,-2,-1,2,5,-1,-1,-4,-3
O=C(COc1ccc(S(=O)(=O)N2CCOCC2)cc1)Nc1ccc(Br)cc1,2,-2,1,10,-5,-3,-7,14
O=C(NC1CCCC1)c1ccc(CSCc2ccccc2F)o1,1,6,-1,-3,11,-4,-5,8
Cc1cccc(NC(=O)CN2C(=O)N/C(=C/c3ccc(C)s3)C2=O)c1,-2,4,-12,-8,0,5,-4,-34
O=S(=O)(c1ccccc1)c1ncc(C(F)(F)F)cc1Cl,10,-19,2,-2,0,-8,-9,-5
O=C(NCc1ccc(F)cc1)C(c1ccncc1)N(C(=O)c1csnn1)C1CC1 (stereo unspecified),-1,-6,1,-1,0,4,-4,18
CNc1c(NC(=O)c2ccc3c(c2)OCO3)c(=O)oc2ccccc12,-3,6,3,-4,-9,-6,-4,8
COc1cc(C)ccc1Oc1ncnc(N)c1[N+](=O)[O-],1,5,-1,4,4,-4,-7,12
COc1ccc(OCc2cc(C(=O)N(C)C3CCOC3)no2)c(Cl)c1 (stereo unspecified),8,2,0,-4,6,-4,-5,8
CC1CC(C)CN(C(=O)COC(=O)c2cc(S(=O)(=O)N3CCOCC3)ccc2F)C1 (stereo unspecified),-11,-1,3,-6,-20,-5,-11,-5
CCOc1ccc(C(C)=O)cc1COc1cccnc1[N+](=O)[O-],18,-10,2,3,-5,-8,-10,15
COc1cc(C(=O)Nc2cccc(S(=O)(=O)NCc3ccco3)c2)cc(OC)c1OC,-10,-15,1,15,-4,5,-5,5
CC1=CC(C)(C)Nc2ccc(OS(=O)(=O)c3ccc(C)cc3)cc21,18,11,-12,0,10,7,5,11
O=C(Oc1cc(Cl)ccc1Cl)C1=CC=CN2CCS(=O)(=O)N=C12,-5,0,-1,8,-1,-12,-4,i
CC(C)CSc1n[nH]c(N)n1,25,2,1,-2,7,-3,-2,11
Nc1cc([N+](=O)[O-])ccc1Nc1ccccc1,8,-3,56*,-86,4,-1,-5,26
C=CCN(CC=C)CCOc1ccc2ccccc2c1,11,-20,2,3,8,-12,2,-11
COc1ccc(CCNC(=O)C2CCN(S(=O)(=O)c3ccc4c(c3)oc(=O)n4C)CC2)cc1OC,-2,11,1,2,-1,-3,-4,6
S=C(Nc1ccc(Nc2ccccc2)cc1)N1CCN(c2ncccn2)CC1,11,10,2,14,1,-1,-4,10
COC(=O)c1ccccc1OCC(=O)NC1CCCCC1,-7,4,1,20,8,4,-2,15
CCN(CC)CCCN=Cc1c(-c2ccccc2)[nH]n(-c2nc3ccccc3s2)c1=O,13,11,1,4,-1,7,-4,-18
Cc1ccc(S(=O)(=O)NCCC(=O)NNc2c(F)c(F)cc(F)c2F)cc1,-7,18,0,6,7,2,-1,7
Cc1ccccc1OCC(=O)Nc1cccc(NC(=O)c2ccco2)c1,5,13,0,0,-4,-10,-5,22
NS(=O)(=O)c1ccc(NCc2ccccc2OCc2ccc(F)cc2)cc1,22,-8,1,3,4,-14,1,8
CC(=O)Nc1ccc(CN2CCN(CCC(C)C)C(CCO)C2)cc1 (stereo unspecified),-1,6,2,-2,2,2,-6,12
COc1cc2ccccc2cc1C(=O)Nc1nccs1,16,-6,5,9,-4,-4,-4,-110
Cc1nn(-c2ccc(Cl)cc2)c(=O)c2ccccc12,13,-8,3,-1,-13,-12,-6,-25
CCC(C)C(=O)OCC1(c2ccc(C)cc2OC(=O)C(C)C)CO1 (stereo unspecified),-3,-2,3,-6,-5,-6,0,35
CN(C(=O)C1CCC(CNS(=O)(=O)c2cccc3cccnc23)CC1)C1CCCCC1 (stereo unspecified),3,-4,4,0,-3,-6,-2,8
Cc1ccc(NS(=O)(=O)c2ccc(C(=O)NCC3CCCO3)cc2)cc1 (stereo unspecified),2,-6,0,0,-4,-2,-4,12
CCC(=O)Nc1nc(-c2cc([N+](=O)[O-])cs2)cs1,-10,-4,-3,2,7,-1,-4,-18
OCCCCc1nccc2c1[nH]c1ccccc12,-2,0,0,20,3,8,-7,-304
COc1ccc(NC(=O)Nc2cccc3ccccc23)c(OC)c1,10,1,1,-12,0,1,7,-136
O=C(NCCNC(=O)c1cccnc1)c1ccc(Br)cc1,-3,-2,2,3,-3,-1,-5,4
COc1ccc(C(=O)NC2CCN(C(=S)Nc3cccc(C)c3)CC2)cc1,1,-30,0,8,2,2,-4,10
C=CCNc1ccc(F)c(F)c1N1CCCCCC1=O,11,-11,2,-6,-8,-13,-5,13
COc1ccccc1CNC(=O)Cn1nnnc1CN(C)C(C)C,-2,-9,-2,5,-6,1,-7,5
CCCS(=O)(=O)N1CCCC(C(=O)NCCN(CC)CC)C1 (stereo unspecified),2,-5,-2,1,-8,0,-5,26
CC(C)c1nnc(NC(=O)CCC(=O)N2CCN(c3cccc(Cl)c3)CC2)s1,15,-7,0,-2,11,-14,-2,13
Cc1ccc(/C=C/C(=O)NC(=S)Nc2ccccc2C(=O)NC2CCCCC2)cc1,2,-68,-3,-4,1,2,-2,6
Cc1cc(=O)[nH]c2c1cnn2Cc1ccccc1,-16,-12,0,4,5,-3,-6,5
O=C(O)Cc1coc(-c2ccc(F)cc2)n1,5,6,-1,3,12,8,1,26
CC1CCCC(C)N1C(=O)CN1C(=O)NC2(CCOc3ccccc32)C1=O (stereo unspecified),0,6,3,3,4,15,-1,12
CCN(CC)S(=O)(=O)c1ccc(NC(=O)c2ccccn2)cc1,1,64*,1,6,59*,39,0,12
CCn1cc(C(=O)NCC2CCCO2)c(=O)c2cc(S(=O)(=O)N3CCC(C)CC3)ccc21 (stereo unspecified),-3,-3,-2,-1,1,7,-5,10
O=C(c1cc(-c2ccc(Cl)cc2Cl)on1)N1CCCC1,12,87*,0,6,75*,78*,-4,10
CCN(CCO)Cc1csc2c(Br)cccc12,-17,0,1,6,-2,4,-5,11
Cc1ccc(OCC(=O)N/N=C/c2cccn2C)cc1,-6,-10,0,-7,-5,0,-1,-205
O=C(Cc1c[nH]c2ccccc12)N[C@@H](Cc1c[nH]c2ccccc12)C(=O)O,3,-10,2,1,-1,14,-3,17
O=C(CN1C(=O)c2ccccc2S1(=O)=O)N1CCc2ccccc2C1,7,-1,-1,-1,4,9,-7,16

# 4 entries from above, as labelled records:
canonical_smiles: CCN(CCO)Cc1csc2c(Br)cccc12
  Apaf1 inhib: -17	SENP6 inh: 0	SENP1 FRET inh: 1	UBC13 inh: 6	SENP7 inh: -2	SENP8 block-1: 4	A3G deaminase: -5	SENP8 block-2: 11
canonical_smiles: Cc1ccc(OCC(=O)N/N=C/c2cccn2C)cc1
  Apaf1 inhib: -6	SENP6 inh: -10	SENP1 FRET inh: 0	UBC13 inh: -7	SENP7 inh: -5	SENP8 block-1: 0	A3G deaminase: -1	SENP8 block-2: -205
canonical_smiles: O=C(Cc1c[nH]c2ccccc12)N[C@@H](Cc1c[nH]c2ccccc12)C(=O)O
  Apaf1 inhib: 3	SENP6 inh: -10	SENP1 FRET inh: 2	UBC13 inh: 1	SENP7 inh: -1	SENP8 block-1: 14	A3G deaminase: -3	SENP8 block-2: 17
canonical_smiles: O=C(CN1C(=O)c2ccccc2S1(=O)=O)N1CCc2ccccc2C1
  Apaf1 inhib: 7	SENP6 inh: -1	SENP1 FRET inh: -1	UBC13 inh: -1	SENP7 inh: 4	SENP8 block-1: 9	A3G deaminase: -7	SENP8 block-2: 16

# New compounds follow
SMILES,Apaf1 inhib,SENP6 inh,SENP1 FRET inh,UBC13 inh,SENP7 inh,SENP8 block-1,A3G deaminase,SENP8 block-2
COc1ccccc1CC(=O)N1CCCC(CCC(=O)NCc2ccccc2F)C1 (stereo unspecified),-20,-8,3,15,2,2,-7,22
Cc1c(C)n(C(=O)CN2CCC(C(N)=O)CC2)c2ccccc12,-12,-8,0,15,2,-3,-6,15
COc1cc(CCC(=O)OCC(=O)Nc2c(C)cc(C)cc2C)cc(OC)c1OC,4,11,-1,-3,10,9,0,11
Cc1ccc(NNC(=O)c2c(C)noc2C)cc1Cl,-13,-3,0,0,-5,-4,1,54*
